# ALDH1A1 block – blocks purified human ALDH1A1 activity | P00352 | Purified ALDH1A1, NADH fluorescence, propionaldehyde substrate | Potency, µM (titrated, usually from 75.3 µM), without a hit: at the highest dose activity, negative = inhibition, hits mostly inhibitors | actives 7.3% (n = 220,000) | AID 1030; active = well fitted inhibition curve with a large enough effect, not every such curve was filed as active; inconclusive = small, poorly fitted or top-dose-only effect, or another doubt; inactive = no such curve, though single readings can be large or run the other way;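 note: plate controls were no enzyme wells and a reference inhibitor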
# Target sequence (P00352 whole entry, looked up): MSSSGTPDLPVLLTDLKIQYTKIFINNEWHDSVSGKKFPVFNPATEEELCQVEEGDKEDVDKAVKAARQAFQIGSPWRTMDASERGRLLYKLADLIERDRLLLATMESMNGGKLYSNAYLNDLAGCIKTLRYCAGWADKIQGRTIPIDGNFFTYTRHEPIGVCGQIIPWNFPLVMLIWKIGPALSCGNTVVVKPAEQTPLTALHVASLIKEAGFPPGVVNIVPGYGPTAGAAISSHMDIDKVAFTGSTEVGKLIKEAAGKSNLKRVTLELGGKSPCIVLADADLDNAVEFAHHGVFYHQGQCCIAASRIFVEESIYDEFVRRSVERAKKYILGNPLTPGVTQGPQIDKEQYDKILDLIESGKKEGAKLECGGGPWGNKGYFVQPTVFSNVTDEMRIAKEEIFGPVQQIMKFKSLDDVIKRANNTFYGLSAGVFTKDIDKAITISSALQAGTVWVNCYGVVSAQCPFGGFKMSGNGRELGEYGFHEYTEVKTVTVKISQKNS
# Tau fluor cs – counter-screen for tau fibril formation inhibitors. actives 0.93% (n = 280,000). tau K18 P301L Alexa594 fluorescence, heparin fibrillization. Potency, µM (doses to about 57.7 µM), without a hit: at the top dose activity change, negative = decrease; note: % is set by controls: 0 for no effect and ±100 for the full control effect; nearly all actives have a fitted effect of over 55% in size
#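 Human tau K18 P301L (15 uM unlabeled, 0.24 uM Alexa 594-labeled) in 100 mM sodium acetate pH 7 with 20 uM heparin, 6 hr at 37 C. ThT 30 uM added, 1 hr ambient; Alexa 594 FP and total fluorescence read at 555/632 nm.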
# Tau ThT inhib – inhibitors of human tau fibril formation, thioflavin T binding. Potency, µM (series often up to 57.4 µM), without a hit: at the top dose activity, negative = inhibition, usual class: inhibitors. P10636. recombinant tau K18 P301L (four-repeat tau fragment), heparin-induced fibrillization, ThT fluorescence. actives 2.1% (n = 270,000); note: % is set by controls: 0 for no effect and ±100 for the full control effect; nearly all actives have a fitted effect of over 55% in size
# Target sequence (P10636 561-689 P618L limits assumed): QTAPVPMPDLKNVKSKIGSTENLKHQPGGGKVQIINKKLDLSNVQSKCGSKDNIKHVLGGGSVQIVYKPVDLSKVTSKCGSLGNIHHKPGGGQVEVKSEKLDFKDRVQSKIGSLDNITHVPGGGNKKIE
#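 Tau K18 P301L fragment (15 uM unlabeled plus 0.24 uM Alexa 594-labeled) in 100 mM sodium acetate pH 7 with compound, fibrillization induced by 20 uM heparin for 6 hr at 37 C. Thioflavin T (30 uM) added, fluorescence read after 1 hr (ex 450, em 510 nm).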
# JMJD2E inh – blocks human JMJD2E demethylase activity. actives 1.6% (n = 230,000). Potency, µM (series often up to 57.1 µM), inactives show at the highest dose activity change, negative = inhibition, hits mostly inhibitors. B2RXH2. JMJD2E catalytic domain, FDH-coupled NADH fluorescence (FDH is formaldehyde dehydrogenase); active = well fitted inhibition curve with a large enough effect, not every such curve was filed as active; inconclusive = small, poorly fitted or top-dose-only effect, or another doubt; inactive = no such curve, though single readings can be large or run the other way;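 note: 0% = wells with enzyme and -100% = buffer wells without enzyme; nearly all actives have a fitted effect of over 50% in size; many of its hits are not listed in these tables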
# Target sequence (B2RXH2 1-337 limits assumed): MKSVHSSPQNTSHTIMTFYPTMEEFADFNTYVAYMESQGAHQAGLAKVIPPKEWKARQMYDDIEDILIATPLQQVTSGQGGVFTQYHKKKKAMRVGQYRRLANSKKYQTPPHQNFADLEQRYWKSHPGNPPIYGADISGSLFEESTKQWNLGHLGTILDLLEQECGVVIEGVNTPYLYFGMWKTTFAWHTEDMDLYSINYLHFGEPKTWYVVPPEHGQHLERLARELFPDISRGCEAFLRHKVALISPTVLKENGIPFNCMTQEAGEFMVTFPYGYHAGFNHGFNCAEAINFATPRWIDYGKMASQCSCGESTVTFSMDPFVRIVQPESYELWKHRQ
# Tau fibril FP – blocks human tau fibril formation measured by polarization; P10636; K18 P301L tau heparin fibrillization, Alexa594 FP, 6 h; Potency, µM (titrated, usually from 57.7 µM), for inactives: at the highest dose activity, negative = inhibition, usual class: inhibitors; actives 0.39% (n = 280,000); AID 1468; note: % is set by controls: 0 for no effect and ±100 for the full control effect; nearly all actives have a fitted effect of over 55% in size
#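 K18 P301L tau (15 uM unlabeled/0.24 uM Alexa 594-labeled, final) + compound + heparin 20 uM final; 100 mM NaOAc pH 7; 6 hr 37 C; ThT 30 uM final added, 1 hr RT; FP ex 555/em 632 nm.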
# SMN2 splice up – enhancers of SMN2 splice variant expression; HEK293 SMN2-luciferase splicing reporter, luminescence, 30-36 h; Potency, µM (titrated, usually from 46.1 µM), inactives show at the highest dose activity change, positive = activation, usual class: activators; actives 2.8% (n = 210,000); AID 1458; note: % of control where 0% means no effect; nearly all actives have a fitted effect of over 55% in size
#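 HEK293 cells carry an SMN2 […]–luciferase reporter in which exon 7 inclusion puts luciferase in frame. Cells were plated 10-12 h before compound addition, then incubated 30-36 h at 37C. ONE-Glo luminescence was read; sodium butyrate at 4.5 mM final served as control.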
# HttQ103 aggreg – mutant huntingtin aggregation inhibition. PC12 HttQ103-GFP aggregates, Acumen cytometry, 40 h. actives 1.1% (n = 220,000). Potency, µM (highest dose often 46.1 µM), for the others: at the highest dose activity change, negative = inhibition, usual class: inhibitors; note: % is set by controls: 0 for no effect and ±100 for the full control effect; nearly all actives have a fitted effect of over 60% in size
#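 Ecdysone-promoter PC12 model expressing HTT exon 1 Q103 fused to GFP, induced by tebufenozide at 100 nM final. Compounds titrated; aggregates sized 1–25 µm scored on a 488 nm laser cytometer.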
# HTT ATP protect – Huntington cell model cytoprotection by ATP luminescence; PC12 HTT-Q103 induced, cytoprotection, ATP luminescence, 40 h; Potency, µM (doses to about 56.4 µM), without a hit: cytoprotection (ATP increase), hits mostly activators; actives 0.14% (n = 230,000); AID 1471;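 note: % of control where 0% means no effect; nearly all actives have a fitted effect of over 45% in size; toxic huntingtin expression switched on by the ecdysone agonist tebufenozide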
#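 Stable PC12 Q103-GFP cells in serum-supplemented, phenol red-free DMEM; induction by tebufenozide at 100 nM final; compound dose series; cell viability quantified luminescently from ATP.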
# An asterisk follows results filed as active; ? = inconclusive; · = no result given; & = joins results of further samples; [ ] = another dose, or the depositor's remark. Unless noted, calls come from the whole dose curve; as a rule, active = well fitted curve in the direction sought with a large enough effect; inconclusive = small, poorly fitted or top-dose-only effect, or another doubt; inactive = no such curve, though single readings can be large; an effect the other way counts as inactive or inconclusive. Potency is the fitted concentration of half-maximal effect. This is a subset; rates above refer to the full screens.
SMILES,ALDH1A1 block,Tau fluor cs,Tau ThT inhib,JMJD2E inh,Tau fibril FP,SMN2 splice up,HttQ103 aggreg,HTT ATP protect
O=C(N/N=C/c1cc(Br)ccc1O)c1cccc(N2CCCC2=O)c1,0%,-26%,-13%,28µM*,-4%,-90%[inhibitor],2.2µM*,·
CCn1nc(CC(=O)Nc2ccc(-n3cnnn3)c(C)c2)c2ccccc2c1=O,17%,-1%,-5%,9%,-6%,-13%,0%,-1%
COc1ccc(NC(=O)c2ccc(CN3CCN(c4ccccc4)CC3)cc2)cc1,-9%,-19%,-11%,-27%,15%,-28%,-10%,-13%
Cc1cc(N/N=C/c2ccccc2F)c2ccccc2n1,?,-9%,0%,?,6%,-42%[inhibitor],18%,-18%
Fc1cc(F)cc(NC(=S)N2CCC(c3ccccc3)C2)c1 (stereo unspecified),-7%,-8%,-9%,4%,1%,13µM*,2%,-59%[inhibitor]
COc1cc(OC)c2c(c1)C(=O)OC2OC (stereo unspecified),·,5%,·,?,7%,·,-13%[9.22 µM],-1%[10 µM]
COc1cc(C(=O)NNC(=O)c2ccc(NC(=O)C(C)(C)C)cc2)cc(OC)c1OC,12%,3%,-5%,-8%,7%,-9%,15%[9.22 µM],37%[10 µM]
O=C(O)c1cc2cc(F)ccc2[nH]1,-7%,16%&-3%&-10%&-1%,19%&-4%&-5%&0%,?,3%&-11%&-5%&9%,-2%&32%&-11%,-12%,-9%[0.074 µM]
O=C(O)CC1CCCc2ccccc2C1O (stereo unspecified),5%,-9%,-5%,6%,-7%,-15%,·,·
CCc1ccc2c(c1)cc(CN(C(=S)Nc1ccccc1)C1CC1)c1nnnn12,-9%,-21%,-4%,-7%,1%,-12%,-5%,-42%[10 µM]
CCCN(CCC)C(=O)CC(c1ccccc1)c1cc(Br)ccc1O (stereo unspecified),-9%,?,-20%,3%,-1%,?,-14%,-45%[inhibitor]
O=C1C=CC(=O)c2c(O)c(Cl)c(Cl)c(O)c21,1.3µM*,3%,?,5%,6%,-15%,·,·
Cc1ccc(Cn2c(C)c(CNCc3ccc(OC(C)C)cc3)c(C(=O)O)c2C)cc1,·,0%,-2%,·,-1%,7%,·,·
O=c1cc(-c2ccccc2)[nH]c2ccc(F)cc12,5%,-10%[126 µM],-9%[126 µM],?,4%[126 µM],-7%,-26%,-269%[inhibitor][96.6 µM]
CCOC(=O)c1c(C2CC2)csc1NC(C)=O,-1%,-11%,-18%,0%,-10%,10%,-5%,4%[0.074 µM]
c1ccc(-c2nccc(-c3ccc(-n4cnc5ccccc54)cc3)n2)nc1,-4%,-11%,?,6%,-12%,-20%,5%,-35%
O=C1C2CC=CCC2C(=O)N1Cc1nnc(-c2ccc(Cl)cc2)o1 (stereo unspecified),-2%,-3%,-1%,0%,-1%,24%,0%,-19%
CCN(Cc1ccccc1)C(=O)CSc1nc(C)cc2c1C(=O)OC2,1%,-1%,-8%,2%,2%,-7%,-1%,-15%
Fc1ccc(-c2nnc3ccc(N4CCCC4)nn23)cc1,5%,-6%,-13%,5%,0%,-6%,-10%,-9%
CCN(C(=O)Cn1nc(Cc2cccnc2)c2ccccc2c1=O)c1ccccc1F,·,-8%,0%,·,-8%,-21%,·,·
CCCCOc1ccc(C2CC(=O)NC2=O)cc1 (stereo unspecified),-1%,-7%,-11%,-25%,5%,13%,8%,-4%[0.074 µM]
COc1ccc(C(=O)NCc2ccc(C)cc2)cc1S(=O)(=O)N1CCCc2ccccc21,?,-30%,-5%,-5%,-10%,-8%,6%[9.22 µM],-20%
CCOC(=O)NC(=O)CSc1ccc2ccccc2n1,?,-7%,-9%,0%,-5%,5%,-9%,-30%
CCCc1nnc(SCC(=O)N2CCCC(C)C2)n1CC1CCCO1 (stereo unspecified),7%,-5%,-13%,13%,1%,1%,-2%,14%
CCC(Cn1nnc2ccccc2c1=O)NC(=O)Nc1cc(C)cc(C)c1 (stereo unspecified),·,-5%,0%,·,-8%,-3%,·,·
Cc1nc(SCC(=O)c2c[nH]c3ccccc23)n[nH]1,4%,-2%,-10%,20%,-6%,-9%,13%,14%[1.9 µM]
Cc1cccc(NC(=O)Cn2cc(C(=O)C3CCCCC3)c3ccccc32)c1C,·,-3%,12%,·,-1%,-13%,·,·
CC(C)(C)OC(=O)N1CCC[C@H]1c1nnc(SCC(=O)Nc2ccc(Br)cc2)o1,·,-16%,-15%,-6%,0%,·,-14%[9.22 µM],16%[10 µM]
NC1=NCc2ccccc21,3%,-8%,-3%,13%,-4%,20%,-7%,-3%
COc1cccc(N(CC(=O)Nc2cccc(F)c2)S(C)(=O)=O)c1,26%,-8%,0%,-1%,-5%,-8%,-6%,18%
CCOC(=O)c1c(OCCO)nn(-c2ccccc2)c1N,-2%,5%,0%,6%,3%,4%,-5%,-37%
COc1cc(OC)c(N(C)S(=O)(=O)c2cccc(C(=O)OCc3c(C)noc3C)c2)cc1Cl,0%,-17%,-6%,-4%,11%,-11%,-2%,-2%
Cc1cccc(C)c1OCC(=O)Nn1c(=O)[nH]c2ccccc2c1=O,11%,4%,5%,-6%,2%,-1%,1%,21%[10 µM]
O=C(NNC(=O)C1CCCCC1)c1ccco1,2%,-7%,-3%,1%,5%,-4%,-6%,-29%
COc1ccc(CCN2C(=O)CC(NNC(=O)c3ccccc3Br)C2=O)cc1 (stereo unspecified),-11%,2%,-9%,3%,5%,-7%,15%,20%[10 µM]
O=C(COC(=O)CNC(=O)C1CCCCC1)Nc1ccc2ccccc2c1,-13%,-22%,-8%,-6%,?,7%,5%[9.22 µM],8%
Cc1cc2oc(=O)cc(Cn3nnc(-c4ccc(Cl)cc4)n3)c2cc1C(C)C,-15%,-10%,-2%,?,-5%,-21%,-1%,-9%[10 µM]
COc1ccc(CN(C)CC(=O)NC2CCCc3ccccc32)cc1OC (stereo unspecified),2%,-8%,-1%,4%,8%,-17%,-26%,-54%[inhibitor]
COc1ccc(C2=[N+](C)CCn3cccc32)c(OC)c1,-3%,0%,-1%,-8%,4%,-34%[inhibitor],-26%,·
CC1(C)CC(=O)C2=C(C1)NC(=O)NC2c1ccccc1 (stereo unspecified),11%,2%,2%,5%,4%,5%,11%,1%[10 µM]
Nc1cc(F)ccc1N1CCCCCC1,?,-11%,-11%,-7%,-10%,-9%,?,-32%
O=C(COC(=O)c1c2ccccc2cc2ccccc12)NCC(F)(F)F,?,-23%,3%,?,-7%,-28%,15%,17%[10 µM]
O=c1c2ccccc2n2cnnc2n1-c1ccccc1,-1%,-1%,-1%,-2%,-2%,-13%,8%,-7%
COc1ccc(CCNCC(=O)Nc2ccc(C)c(S(=O)(=O)N(C)C)c2)cc1,?,-7%,-4%,28µM*,0%,-6%,13%,12%[10 µM]
Cc1ccc(SCc2cc(=O)[nH]c(Nc3nc(C)c4ccc(C)cc4n3)n2)cc1,?,2%,?,10%,11%,-10%[1.84 µM],-20%,-2%[10 µM]
CCCC(=O)OC1(C(=O)CO)CCC2C3CCC4=CC(=O)CCC4(C)C3C(O)CC21C (stereo unspecified),15%,-12%,-9%,·,3%,·,·,-98%[inhibitor]
COc1cccc(-c2cc(C(=O)N3CCN(Cc4ccccc4)CC3)no2)c1,9%,-7%,-5%,-5%,3%,·,5%,0%
Cc1c(NC(=O)C2CCCO2)cccc1[N+](=O)[O-] (stereo unspecified),0%,-2%,-2%,-11%,6%,0%,9%,-22%[10 µM]
COC(=O)c1ccc(NC(=O)Cn2nc(SC)n(N)c2=S)cc1,-8%,0%,-11%,8%,0%,6%,0%,-15%
NC(=O)CC[C@@H]1NC(=O)[C@H](CO)NC(=O)c2cc([N+](=O)[O-])cc(I)c2OCC[C@@H](C(N)=O)NC1=O,-14%,-1%,-10%,-4%,6%,2%,-8%,·
# Additional results follow.
SMILES,ALDH1A1 block,Tau fluor cs,Tau ThT inhib,JMJD2E inh,Tau fibril FP,SMN2 splice up,HttQ103 aggreg,HTT ATP protect
CCn1c(=O)c2cc(C(=O)Nc3cc(C)on3)sc2c2ccccc21,?,-9%,-15%,-18%,-1%,11%,1%,-13%
C/C(=N\NC(=O)c1ccc(Cl)c(Cl)c1)c1cccc(NC(=O)C(C)C)c1,-1%,-18%,?,5%,-3%,-4%,3%,-6%
CCC(C)NCc1ccc(C(=O)OC)o1 (stereo unspecified),7%,-2%,-6%,5%,-1%,15%,?,-15%
CCOC(=O)c1ccc(NC(=S)Nc2cccc(N)n2)cc1,?,?,?,-11%,-11%,·,4%[9.22 µM],-11%[10 µM]
Cc1ccc(Sc2ccc(N3CCC(C(=O)Nc4ccc(C)c(F)c4)CC3)nn2)cc1,·,-11%,9%,·,-13%,7%,·,·
COc1ccc(N2CCN(C(=O)C3CCN(Cc4nc(-c5ccc(Cl)cc5)oc4C)CC3)CC2)cc1,·,-11%,-17%,·,9%,-4%,·,·
COc1ccccc1C(=O)COC(=O)c1ccccc1O,?,-7%,-1%,-29%,0%,5%,?,-26%
O=c1c2[nH]c3cccc(Cl)c3c2ncn1CCN1CCCCC1,?,4%,-6%,3%,6%,4%,11%,-15%[0.074 µM]
O=C(O)c1ccc(N2C(=O)c3ccc(C(=O)c4cccc([N+](=O)[O-])c4)cc3C2=O)cc1,-8%,-2%,-6%,5%,1%,-4%,7%,-4%
CC(=O)Oc1cc2c(C(=O)NCCCN3CCOCC3)c(C)oc2c2ccccc12,8%,-26%,?,-23%,-4%,13%,-8%,-45%[inhibitor][0.074 µM]
Brc1ccc(-c2noc(-c3ccccc3)n2)o1,·,-8%&-30%,-19%,-2%,-1%&-13%,11µM*,-17%[9.22 µM],-6%[10 µM]

# Three compounds out of the list, ordered by molecular weight, lowest first.
SMILES,ALDH1A1 block,Tau fluor cs,Tau ThT inhib,JMJD2E inh,Tau fibril FP,SMN2 splice up,HttQ103 aggreg,HTT ATP protect
COc1ccccc1C(=O)COC(=O)c1ccccc1O,?,-7%,-1%,-29%,0%,5%,?,-26%
Brc1ccc(-c2noc(-c3ccccc3)n2)o1,·,-8%&-30%,-19%,-2%,-1%&-13%,11µM*,-17%[9.22 µM],-6%[10 µM]
CC(=O)Oc1cc2c(C(=O)NCCCN3CCOCC3)c(C)oc2c2ccccc12,8%,-26%,?,-23%,-4%,13%,-8%,-45%[inhibitor][0.074 µM]
